# Rab9 prom act = qHTS Assay for Rab9 Promoter Activators; Huh7 Rab9 promoter-luciferase reporter, luminescence, 24 h; Potency, µM (doses to about 9.22 µM), for the others: at the highest dose activation, negative = inhibition, usual class: activators; 320,000 compounds, 2.8% hits; AID 485297, 2010; further: potency means the concentration at half of the fitted maximal effect; % of control where 0% means no effect; nearly all actives have a fitted effect of over 60% in size
#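 Huh7 cells stably carrying a Rab9 promoter-luciferase reporter, 1500 cells per well in OP-MEM I with 10% FBS, treated with compound 24 hours at 37C. Luciferase activity read by luminescence after 10 minutes with Amplite reagent.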
# PKM2 activator = qHTS Assay for Activators of Human Muscle isoform 2 Pyruvate Kinase; Pyruvate kinase PKM (Homo sapiens), P14618; purified PKM2, Kinase-Glo ATP luminescence, activation; response scale: 0% is enzyme alone, no compound; Potency, µM (highest dose often 57.5 µM), without a hit: at the top dose activation, most hits filed as activators; 260,000 compounds, 0.34% hits; AID 1631, 2009; further: potency means the concentration at half of the fitted maximal effect; on the % scale 0 is the no-effect control and ±100 the full control effect; nearly all actives have a fitted effect of over 55% in size
#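 Kinase-Glo luminescence reports ATP generated from ADP (0.1 mM) and PEP (0.5 mM) by purified hPK-M2 after 1 h at room temperature, pH 7.2 imidazole buffer; intermediate enzyme activity allows detecting inhibitors and activators.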
# Menin-MLL TR inh = qHTS Assay for Inhibitors Targeting the Menin-MLL Interaction in MLL Related Leukemias: Competition With Texas Red Labeled MLL-derived Mutant Peptide; Menin + Texas Red MLL mutant peptide, fluorescence polarization; Potency, µM (doses to about 61.6 µM), for the others: at the highest dose FP activity change, negative = inhibition, hits mostly inhibitors; 270,000 compounds, 0.23% hits; AID 1768, 2009; active means well fitted inhibition curve with a large enough effect in the polarisation, with a control signal flat, not every such curve was filed as active; inconclusive means small, poorly fitted or top-dose-only effect, or effect the other way, or a change in a side signal; inactive means no such curve, though single readings can be large or run the other way; the % refers to the polarisation; further: potency means the concentration at half of the fitted maximal effect; % of control where 0% means no effect; many of its hits are not listed in these tables
# Target sequence (O00255 whole entry, looked up): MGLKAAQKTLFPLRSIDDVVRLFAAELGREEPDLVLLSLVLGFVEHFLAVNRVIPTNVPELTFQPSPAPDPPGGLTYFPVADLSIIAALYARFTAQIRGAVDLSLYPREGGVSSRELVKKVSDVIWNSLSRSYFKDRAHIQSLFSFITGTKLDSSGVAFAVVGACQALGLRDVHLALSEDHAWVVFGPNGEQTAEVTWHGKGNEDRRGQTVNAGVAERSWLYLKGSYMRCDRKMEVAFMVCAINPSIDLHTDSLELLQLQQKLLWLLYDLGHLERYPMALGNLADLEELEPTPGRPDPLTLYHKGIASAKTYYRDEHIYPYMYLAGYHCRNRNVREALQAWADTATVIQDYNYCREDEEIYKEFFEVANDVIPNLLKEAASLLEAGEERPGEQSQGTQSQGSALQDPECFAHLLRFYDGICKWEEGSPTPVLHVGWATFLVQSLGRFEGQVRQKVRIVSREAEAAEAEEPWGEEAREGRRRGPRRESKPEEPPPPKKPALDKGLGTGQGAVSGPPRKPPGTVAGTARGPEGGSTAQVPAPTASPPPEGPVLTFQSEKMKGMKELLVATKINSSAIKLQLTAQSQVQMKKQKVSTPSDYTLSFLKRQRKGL
# BRCA1 expr up = qHTS Assay to Identify Small Molecule Activators of BRCA1 Expression; Potency, µM (doses to about 46.1 µM), for the others: at the highest dose activation, actives largely listed as activators; 380,000 compounds, 1.1% hits; AID 624202, 2012; MCF7-BRCA1-FFLuc reporter, luminescence, 48 h; response scale: scaled: vehicle 0%, 10 µM genistein 100%; further: potency means the concentration at half of the fitted maximal effect; nearly all actives have a fitted effect of over 80% in size; some results filed as inactive show a strong effect at the top dose
#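 MCF7-BRCA1-FFLuc cells, 2000/well in phenol-red-free MEM, attached 2 h then treated 48 h at 37 C. Luciferase luminescence read 15 min after reagent; normalized to genistein maximum activation (10microM) and DMSO, concentration-response fitted.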
# Giardia kill = Small Molecules that selectively kill Giardia lamblia: qHTS. 340,000 compounds, 0.15% hits. Giardia lamblia trophozoite viability. AID 540267, 2011. activity change, % at 7.66 µM, hits read low; in the data active means activity change below about -80%; inconclusive means between about -30% and that limit;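 further: parasites exposed to compound for two days anaerobically before the ATP read; on the % scale 0 is the no-effect control and ±100 the full control effect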
#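 Viability, read as ATP luminescence: trophozoites at 100 cells/well, compound added, 48 hrs anaerobic at 37 deg C, then 15-30 min room-temperature development before reading.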
# Gal4-VP16 FLuc = VP16 counterscreen qHTS for inhibitors of ROR gamma transcriptional activity; Drosophila S2 Gal4-VP16 UAS-luciferase, luminescence, 20 h; AID 2546, 2010; 310,000 compounds, 3.5% hits; Potency, µM (titrated, usually from 53.6 µM), for inactives: at the highest dose activity, negative = inhibition, most hits filed as inhibitors;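 further: Gal4-VP16 expression switched on by copper sulfate through the metallothionein promoter; potency means the concentration at half of the fitted maximal effect; on the % scale 0 is the no-effect control and ±100 the full control effect; nearly all actives have a fitted effect of over 50% in size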
# p53 reactivator = qHTS assay for re-activators of p53 using a Luc reporter | H1299 p53-A138V BP100-luciferase reporter, luminescence, 24 h | Potency, µM (highest dose often 92.2 µM), inactives show at the highest dose activity change, positive = activation, most hits filed as activators | 320,000 compounds, 0.063% hits | AID 504706, 2011; further: potency means the concentration at half of the fitted maximal effect; % of control where 0% means no effect; nearly all actives have a fitted effect of over 45% in size
#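 H1299 (p53-null), stable ts p53-A138V + BP100-Luc; 1000 cells/well, Opti-MEM/10% FBS; cpd 4 pt, 1:5; 24 h, 37 deg C, 5% CO2; detection reagent 10 min RT; luminescence.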
# NPC1 promoter act = qHTS Assay for NPC1 Promoter Activators. Huh7 NPC1 promoter luciferase reporter, 24 h. Potency, µM (top dose mostly 9.22 µM), for inactives: at the highest dose activation, hits mostly activators. 320,000 compounds, 2.4% hits;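 further: potency means the concentration at half of the fitted maximal effect; % of control where 0% means no effect; nearly all actives have a fitted effect of over 60% in size; reporter is driven by a mutant NPC1 promoter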
#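 Luminescence read-out of NPC1 promoter-driven luciferase in stably transfected Huh7 cells; compounds delivered in DMSO and left 24 h at 37C, 5% CO2, qHTS titration format.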
# ELG1 genotoxic = qHTS screen for small molecules that induce genotoxicity in human embryonic kidney (HEK293T) cells expressing luciferase-tagged ELG1. HEK293T ELG1-luciferase reporter, luminescence, 16 h. Potency, µM (doses to about 46 µM), inactives show at the top dose activity change, positive = activation, most hits filed as activators. 330,000 compounds, 1.3% hits; further: potency means the concentration at half of the fitted maximal effect; % of control where 0% means no effect; nearly all actives have a fitted effect of over 60% in size
#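 DMSO vehicle served as control against compound-treated ELG1-luciferase HEK293T cells; exposure lasted 16 hr at 37 °C and 5% CO2, followed by ONE-Glo luminescence detection after 30 min.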
# FLuc counter = qHTS profiling assay for firefly luciferase inhibitor/activator using purifed enzyme and Km concentrations of substrates (counterscreen for miR-21 project); Luciferin 4-monooxygenase (Photinus pyralis), P08659; purified FLuc, Km substrates, luminescence inhibition; Potency, µM (series often up to 57.5 µM), for inactives: top-dose activity change, negative = inhibition, most hits filed as inhibitors; 360,000 compounds, 6.9% hits;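 further: potency means the concentration at half of the fitted maximal effect; plate controls were vehicle for no effect and reference inhibitor for full effect; nearly all actives have a fitted effect of over 55% in size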
#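 Purified P. pyralis luciferase (10nM final) with 10uM D-luciferin and 10uM ATP (Km levels) in 50mM Tris acetate pH 7.5, 10mM Mg acetate, 0.01% Tween-20, 0.05% BSA; qHTS 6-point titration, ~60 µM downward; luminescence read.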
# RORg inh = qHTS for inhibitors of ROR gamma transcriptional activity. Drosophila S2 Gal4-RORgamma UAS-luciferase reporter, 20 h. Potency, µM (highest dose often 53.6 µM), for the others: top-dose activity change, negative = inhibition, actives largely listed as inhibitors. 310,000 compounds, 5.4% hits. AID 2551, 2010; further: potency means the concentration at half of the fitted maximal effect; on the % scale 0 is the no-effect control and ±100 the full control effect; nearly all actives have a fitted effect of over 60% in size
# Target sequence (P51450 whole entry, looked up, the tested form may be a part): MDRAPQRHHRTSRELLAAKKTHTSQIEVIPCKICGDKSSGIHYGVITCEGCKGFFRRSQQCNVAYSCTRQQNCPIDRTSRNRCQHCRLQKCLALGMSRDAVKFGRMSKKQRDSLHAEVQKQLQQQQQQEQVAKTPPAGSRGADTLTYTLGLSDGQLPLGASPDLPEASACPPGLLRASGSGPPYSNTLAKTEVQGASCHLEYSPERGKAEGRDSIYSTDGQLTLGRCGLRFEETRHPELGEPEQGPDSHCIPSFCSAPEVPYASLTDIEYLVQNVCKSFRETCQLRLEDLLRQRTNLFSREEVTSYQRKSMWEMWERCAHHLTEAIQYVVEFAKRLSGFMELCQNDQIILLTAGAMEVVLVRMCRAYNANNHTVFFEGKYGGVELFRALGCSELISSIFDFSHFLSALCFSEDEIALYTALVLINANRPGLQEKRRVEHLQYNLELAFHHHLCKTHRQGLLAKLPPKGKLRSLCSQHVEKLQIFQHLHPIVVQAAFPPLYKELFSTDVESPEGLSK
#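 Schneider cells (Drosophila), stable Gal4 DBD–ROR gamma + UAS-luc; 1 hr cmpd preincubation; Cu2+ induction 700 uM final; 20 hr ambient; luminescence.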
# The depositor's hits bear a star; ? = inconclusive; . = no result given; & = joins results of further samples; [ ] = dose if it differs, or a comment. Unless noted, the call rests on the fitted dose curve; in most records, active means well fitted curve in the direction sought with a large enough effect; inconclusive means small, poorly fitted or top-dose-only effect, or another doubt; inactive means no such curve, though single readings can be large; an effect the other way counts as inactive or inconclusive. This is a subset; the hit share may differ from the screen's.
SMILES,Rab9 prom act,PKM2 activator,Menin-MLL TR inh,BRCA1 expr up,Giardia kill,Gal4-VP16 FLuc,p53 reactivator,NPC1 promoter act,ELG1 genotoxic,FLuc counter,RORg inh
COc1ccccc1N1CCN(C2CCCN(C(=O)c3cccc(-c4ccco4)c3)C2)CC1 (configuration not stated),-3%,4%,.,-38%,-12,-16%,0%,-1%,-22%,4%,11%
COc1ccc(NC2CCCN(C(=O)c3ccc(OC)o3)C2)cc1 (configuration not stated),12%,-1%,.,3%,13,-11%,?,0%,-4%,0%,-20%
COc1cccc2c1[C@@H]1CN(CCCCn3c(=O)[nH]c4c(sc5ncc(-c6ccccc6)nc54)c3=O)C[C@@H]1CO2,-42%[inhibitor][46.1 µM],.,?,-38%,2,.,?,-32%[inhibitor][46.1 µM],-5%,-5%,.
CSc1nc2ccc3nc(NC(=O)C4COc5ccccc5O4)sc3c2s1 (configuration not stated),-2%,-20%,-6%,0%,-19,-19%,6%,7%,-20%,5%,10µM*
CCc1ccc(C(=O)Cn2cnc3cc([N+](=O)[O-])ccc3c2=O)cc1,-4%,0%,.,-6%,11,5%,-7%,-2%,-8%,-2%,14%
CSc1nsc(N/N=C/c2ccccc2)c1C#N,23%,1%,?,19%,1,-12%,13%,28%,-12%,?,2%
CC(NC(=O)COC(=O)c1ccc(Br)o1)c1ccccc1 (configuration not stated),1%,.,.,-5%,-3,.,3%,-9%,0%,1%,.
Cc1ccc(-c2cc(N)on2)cc1,21%,-9%,5%,67%,3,-9%,?,13%,?,17µM*,-33%
Nc1ccc(SCc2nc3cccc4c3n2CCC4)cc1,?,3%,-23%,?,6,-3%,1%,?,21%,?,-39%
Cc1ccnc(SCC(=O)NC2CCCCCC2)n1,-1%,1%,10%,12%,25,.,.,2%,-2%,3%,.

# A second format for some results above:
Molecule | Rab9 prom act | PKM2 activator | Menin-MLL TR inh | BRCA1 expr up | Giardia kill | Gal4-VP16 FLuc | p53 reactivator | NPC1 promoter act | ELG1 genotoxic | FLuc counter | RORg inh
CC(NC(=O)COC(=O)c1ccc(Br)o1)c1ccccc1 (configuration not stated) | 1% | . | . | -5% | -3 | . | 3% | -9% | 0% | 1% | .
Cc1ccc(-c2cc(N)on2)cc1 | 21% | -9% | 5% | 67% | 3 | -9% | ? | 13% | ? | 17µM* | -33%
Nc1ccc(SCc2nc3cccc4c3n2CCC4)cc1 | ? | 3% | -23% | ? | 6 | -3% | 1% | ? | 21% | ? | -39%

# (continued)
SMILES,Rab9 prom act,PKM2 activator,Menin-MLL TR inh,BRCA1 expr up,Giardia kill,Gal4-VP16 FLuc,p53 reactivator,NPC1 promoter act,ELG1 genotoxic,FLuc counter,RORg inh
Fc1cccc2sc(N3CCCC3)nc12,?,-17%,-1%,?,7,8%,7%,26%,?,?,-17%
CN(C)S(=O)(=O)c1ccc(Cl)c(C(=O)Nc2nc3ccccc3[nH]2)c1,2%,0%,1%,-2%,-28,?,1%,-3%,-1%,?,?
COc1ccc(Nc2c(-c3ccc(OC)cc3)nc3cnccn23)cc1,2%,0%,-16%,-7%,14,-17%,0%,-21%,6%,-19%,16%
Cn1nc(C(=O)NCCCN2CCCCC2)c2c1-c1ccccc1S(=O)(=O)C2,0%,.,0%,-16%,-6,6%,-2%,-3%,4%,0%,-17%
Cc1ccc(OCc2cc(C(=O)NCc3ccc(OC(F)(F)F)cc3)no2)cn1,2%,.,.,-7%,-4,-16%,-5%,-2%,-8%,3%,?
CCCN1CNc2c(c(=O)[nH]c(=S)n2CCc2ccc(OC)c(OC)c2)C1,-14%,-2%,-3%,19%&-19%,?,1%,1%,-6%,3%,3%,-13%
CCn1c(=S)sc2c(=O)n(CC(=O)Nc3ccc(C(C)=O)cc3)c(C)nc21,-4%,-2%,?,0%,33[activator],1%,-1%,-2%,0%,0%,-7%
O=C(NCCCNC(=O)c1cnccn1)c1cccc(F)c1,1%,.,-11%,9%,-16,0%,-1%,0%,1%,0%,14%
CCOC(=O)Cc1csc(NC(=O)CN(C)S(=O)(=O)c2cccc3cccnc23)n1,-4%,7%,1%,-15%,-2,10%,0%,-2%,0%,4%,0%
CC1(C)Cc2nc(-c3ccccc3)nc(SCC(=O)N3CCOCC3)c2CO1,-3%,.,.,0%,14,4%,0%,1%,-1%,0%,-13%

# With a hit mark in RORg inh (from the list above):
canonical_smiles	Rab9 prom act	PKM2 activator	Menin-MLL TR inh	p53 reactivator	NPC1 promoter act	RORg inh
CSc1nc2ccc3nc(NC(=O)C4COc5ccccc5O4)sc3c2s1 (configuration not stated)	-2%	-20%	-6%	6%	7%	10µM*

# Continued.
SMILES,Rab9 prom act,PKM2 activator,Menin-MLL TR inh,BRCA1 expr up,Giardia kill,Gal4-VP16 FLuc,p53 reactivator,NPC1 promoter act,ELG1 genotoxic,FLuc counter,RORg inh
C#CCOCCOCCOCCNc1nc(N2CCN(C(=O)[C@H]([C@@H](C)CC)n3cc([C@@H](N)CC(C)C)nn3)CC2)nc(N2CCN(C(=O)[C@H](CCCCN)n3cc([C@@H](N)C(C)CC)nn3)CC2)n1 (some centres not stated),4%,1%,?,20%,-18,5%,0%,-1%,3%,2%,-21%
CCOC(=O)C1(Cc2ccccc2C(F)(F)F)CCN(Cc2ccon2)CC1,-3%,1%,.,-19%,-10,-9%,-7%,2%,-11%,-3%,-11%
COc1cccc(C2Nc3ccccc3C(=O)N2O)c1O (configuration not stated),-6%,-1%,13%,0%,-28,14%,5%,-2%,3%,?,-33%
O=C(NCc1cccs1)c1noc2c1CCCCC2,?,-1%,2%,71%,-6,13%,?,?,18µM*,?,?
COc1ccc(NC(=O)CS(=O)(=O)c2cn(CC(=O)N(C(C)C)C(C)C)c3ccccc23)c(OC)c1,12%,0%,.,-5%,-7,0%,12%,2%,1%,2%,-17%
Cc1ccccc1NC(=O)C(c1ccccc1)C1CCCC1 (configuration not stated),-10%,3%,1%,-28%,-2,?,1%,-1%,-1%,4%,43%
CCCC(c1nnnn1C(C)(C)C)N1CCN(C(=O)c2ccco2)CC1 (configuration not stated),-7%,-2%,-14%,-20%,-7,-19%,-3%,-1%,0%,-14%,2%
Cc1cccc(NC(=O)Nc2cccc(C#N)c2)n1,?,-3%,26%,?,4,5%,8%,?,14%,?,2%
COc1ccc(-c2csc(N(Cc3ccccc3)C(=O)COc3ccc(Cl)cc3)n2)cc1,-3%,0%,3%,-1%,-11,-4%,-9%,-2%,0%,0%,-11%
N#C/C(=C\c1ccco1)C(=O)NCc1ccccc1,22%,-5%,3%,-2%,-3,10%,6%,4%,6%,-18%,36%
CC(C)CC(NC(=O)C1CCCN1C(=O)OC(C)(C)C)C(=O)NCC(N)=O (configuration not stated),-1%,-4%,6%,2%,-9,7%,2%,1%,0%,0%,0%
CC(=O)N1CCN(c2ccccc2NC(=O)COc2cc(C)cc(C)c2)CC1,0%,2%,-19%,5%,-24,11%,-3%,-4%,-9%,2%,?
COCCn1c(SCC(=O)Nc2ccc(C(C)=O)cc2)nnc1-c1ccco1,-1%,5%,-6%,-8%,-16,-9%,2%,-7%,-12%,-1%,1%
COc1ccc(NS(=O)(=O)c2cn(C)c(=O)n(C)c2=O)c(OC)c1,0%,14%,.,8%,15,-1%,6%,-36%[inhibitor],3%,1%,25%
CN1CCN(/C=C2\SC(=S)NC2=O)CC1,1%,-5%,-9%,-4%,-4,-3%,9%,-2%,2%,-1%,0%
CC1CC(Nc2ccccc2)c2ccccc2N1C(=O)c1ccccc1F (configuration not stated),0%,0%,9%,-10%,-12,1%,9%,-1%,-8%,1%,-9%
Cc1nc(-c2ccccc2)sc1-c1ccn[nH]1,2.8µM*,-29%,11%,?,-24,?,-2%,1.4µM*,2.6µM*,1.5µM*,-43%

# Screening results as filed in PubChem.
